PrPC TRFRET: inhibitors of human cell surface prion protein PrPC; 370,000 tested, 0.43% active; AID 720596; P04156; TR-FRET read-out; inhibition, % at 13.8 µM; in the data active means inhibition above about 24%; further: 0% = median of the test wells and 100% = reference compound wells
DUSP3 inh: inhibitors of human VHR1 phosphatase (DUSP3); recombinant VHR phosphatase, pNPP absorbance; 290,000 tested, 0.52% active; inhibition, % at 13.3 µM; P51452; AID 1654; in the data active means inhibition above about 50%; further: some compounds called inactive have numbers as strong as hits
Target sequence (P51452 whole entry, looked up): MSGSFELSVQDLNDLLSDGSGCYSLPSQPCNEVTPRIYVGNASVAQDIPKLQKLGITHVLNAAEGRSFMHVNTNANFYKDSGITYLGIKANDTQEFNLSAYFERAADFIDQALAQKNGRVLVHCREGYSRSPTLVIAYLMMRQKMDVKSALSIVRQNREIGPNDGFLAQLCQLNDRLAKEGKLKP
MazEF act: MazEF (E. coli) toxin RNase activation | P0AE70 | FAM/BHQ RNA-DNA oligo cleavage fluorescence, 5 h | activation, % at 20 µM | 350,000 tested, 0.32% active | AID 504720; in the data active means activation above about 50%
Target sequence (P0AE70 whole entry, looked up): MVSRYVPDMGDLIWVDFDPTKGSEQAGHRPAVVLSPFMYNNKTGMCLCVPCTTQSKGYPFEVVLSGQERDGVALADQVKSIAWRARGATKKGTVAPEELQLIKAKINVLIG
BH1578 lux ind: quorum light induction in luxS cqsA deficient V. cholerae; activation, % at 18.7 µM; V. cholerae BH1578 lux reporter, luminescence, 6 h; 350,000 tested, 0.16% active; in the data active means activation mostly above about 9.7%, no sharp cut-off; further: not every result past the cut was called active; inactives centre near 0; reference of the scale not given here
PriA SSB inh: blocks PriA binding to SSB C-terminal tail; AlphaScreen SSBct-PriA binding, biotinylated peptide; inhibition, % at 33 µM; 430,000 tested, 0.6% active; in the data active means inhibition mostly above about 37%, no sharp cut-off; inactive means mostly below about 20%;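 further: plate controls were negative control peptide for no effect and reference peptide for full effect; strong numbers were not always called active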
TcdB GH inh: TcdB glycohydrolase inhibition; P18177; TcdB glycohydrolase enzymatic assay, plate reader; inhibition, % at 9.99 µM; 350,000 tested, 0.24% active; AID 652162; in the data active means inhibition above about 10%
SARS 3CLpro inh: SARS-CoV 3CLpro protease inhibition | P0C6X7 | recombinant SARS-CoV 3CLpro, quenched FRET peptide cleavage | inhibition, % at 6 µM | 290,000 tested, 0.14% active; in the data active means inhibition above about 12%
Rv3671c inh: inhibits the M. tuberculosis serine protease Rv3671c | P9WHR9 | inhibition, % at 5.96 µM | 320,000 tested, 0.048% active | AID 2606; in the data active means inhibition above about 38%;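 further: extracellular domain of Rv3671c used as enzyme; 0% = enzyme with DMSO and 100% = no enzyme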
Target sequence (P9WHR9 whole entry, looked up, the tested form may be a part): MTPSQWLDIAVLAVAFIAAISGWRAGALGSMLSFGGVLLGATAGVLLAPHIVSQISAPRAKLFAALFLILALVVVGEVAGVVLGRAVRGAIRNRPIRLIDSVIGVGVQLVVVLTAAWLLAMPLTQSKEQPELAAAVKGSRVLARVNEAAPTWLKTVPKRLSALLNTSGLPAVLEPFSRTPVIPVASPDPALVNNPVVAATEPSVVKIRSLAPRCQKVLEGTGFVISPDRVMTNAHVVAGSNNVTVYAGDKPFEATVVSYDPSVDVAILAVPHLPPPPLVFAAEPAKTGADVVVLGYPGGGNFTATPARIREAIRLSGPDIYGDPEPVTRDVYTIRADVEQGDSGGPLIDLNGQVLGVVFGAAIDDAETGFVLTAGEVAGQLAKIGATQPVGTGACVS
Yp Topo-I inh: Y. pestis Topo-I inhibition via cleavage products. Y. pestis Topo-I cleavage product accumulation, plate reader. activity, % at 10 µM. 360,000 tested, 0.064% active. AID 504884; in the data active means activity above about 50%, passing the limit was not always enough; further: inactives centre near 2
CCHF vOTU inh: blocks the CCHF virus ovarian tumor domain protease. inhibition, % at 11.5 µM. CCHFV vOTU protease, Pep-AMC fluorescence. 370,000 tested, 0.55% active; in the data active means inhibition above about 30%; further: 0% = vehicle wells with enzyme and 100% = no enzyme wells
Active calls of the source: *; i = inactive; nt = not tested or not shown; & = joins results of further samples.

SMILES	PrPC TRFRET	DUSP3 inh	MazEF act	BH1578 lux ind	PriA SSB inh	TcdB GH inh	SARS 3CLpro inh	Rv3671c inh	Yp Topo-I inh	CCHF vOTU inh
O=C(N/N=C/c1c[nH]c2c1ccc1ccccc12)c1ccc([N+](=O)[O-])cc1	5.2	13.3	8.4	i	nt	-1.9	0.9	-4.3	-10.8	10.1
CC1(C)CC(=O)C=C(c2ccc(-c3cccc(C(N)=O)c3)cc2)C1=O	-5.4	nt	5.1	-0.6	nt	1.1	nt	nt	1.3	-0.9
Cc1[nH]c2ccc(C(=O)NCCCN3CCOCC3)cc2c1C	4.6	19.0	1.3	i	7.4	0.2	-2.9	4.3	5.2	5.7
O=C(c1ccc(S(=O)(=O)N2CCCC2)cc1)N1CCCCC1	-3.9	nt	-8.8	-1.8	-4.0	0.1	nt	1.4	2.3	-2.4
C[C@H](CO)N1C[C@H](C)[C@@H](CN(C)C(=O)Nc2ccc(C(F)(F)F)cc2)Oc2c(NC(=O)CCC(F)(F)F)cccc2C1=O	-6.5	nt	-15.4	i	0.4	2.8	nt	-5.0	2.0	6.6
COc1ccc(CCNC(=O)c2ccc(C)s2)cc1OC	-2.7	15.1	14.1	-4.5	-15.8	0.2	5.3	0.9	5.1	-8.7
COc1ccccc1N1CCN(/N=C\c2sccc2C)CC1	4.1	7.6	14.1	-0.2	nt	1.3	-0.2	6.6	29.2	10.2
Cc1cc(-c2cc(-c3ccc(Cl)cc3)nc(N)c2C#N)co1	-10.4	26.9	28.9	-2.2	4.3	nt	1.7	3.0	-2.5	-33.3
O=C(NNC(=S)Nc1ccc(F)cc1)[C@H]1C[C@@H]1c1ccccc1	6.4	25.7	12.2	-0.6	3.5	-0.5	1.4	8.4	-10.2	4.2
COc1ccc(-c2cc(C(=O)N3CCCc4ccccc43)no2)cc1OC	0.7	29.4	-2.9	i	3.0	nt	3.2	-9.9	0.5	8.0
COc1ccc(S(=O)(=O)NC(=O)C2(C)CCN2C(=O)COc2ccc(Cl)cc2)cc1OC (configuration not stated)	3.1	nt	nt	0.4	nt	0.1	nt	nt	4.4	2.9
CCn1c(O)c(N=NC2=NC(=O)CS2)c2ccccc21	-15.6	1.3	-12.9	-0.6	-12.5	nt	-3.3	8.9	1.5	17.7
COc1ccc(-n2cnnc2SCc2csc(-c3ccccc3)n2)cc1	3.0	20.8	-2.0	i	-12.1	nt	-3.2	-1.7	19.0	5.7
CCc1ccc(OCC(=O)NNC(=S)NC(=O)C2CC2)c(Br)c1	-4.4	-1.9	4.9	i	-3.9	0.8	4.7	nt	7.0	-1.9
CN(C)c1ccc(C2CC(=O)C=C(Nc3ccccc3N)C2)cc1 (configuration not stated)	1.5	16.3	1.7	i	12.4	1.1	7.3	-8.1	-3.7	6.2
Cc1cccc(NC(=S)N2CCC(NC(=O)c3cccc(F)c3)CC2)c1	-2.6	30.5	8.4	i	-4.6	0.8	-0.8	4.1	4.0	-16.0
O=C(Nc1nc2c(s1)CCCC2)c1ccc(Br)s1	8.2	-0.2	-4.2	-7.0	-15.0&-23.0	nt	-2.7	-6.7	10.9	-3.3
Nc1nc(SCC(=O)Nc2ccccc2-c2ccccc2)n[nH]1	-2.9	20.8	-1.5	-0.3	-15.6	nt	-0.7	5.3	10.5	11.3
Cc1cnc(NC(=O)C2(C)CCN2C(=O)C(C)C)s1 (configuration not stated)	2.5	nt	nt	i	nt	0.2	nt	nt	-0.6	-1.4
O=C(Nc1ccccc1-c1nnn(CC(=O)N2CCOCC2)n1)c1ccc(F)cc1	0.2	61.7	1.2	-0.3	-2.9	0.8	-0.5	-3.2	-2.6	2.7
COC(=O)c1cc2occc2n1Cc1nc(-c2ccc(Cl)cc2)oc1C	-7.5	-11.0	-20.2	-0.1	-9.1	1.0	-0.4	-2.7	5.0	4.5
COC(=O)CCN1CCN(S(=O)(=O)c2cccc(Br)c2)CC1	7.0	24.4	2.1	-0.2	2.6	1.0	0.9	2.8	4.6	3.7
O=C1CN(C(=O)CSc2nc3ccccc3n2CCc2ccccc2)c2ccccc2N1	-0.6	19.3	2.4	-0.2	-14.0	nt	0.7	-8.8	-12.6	5.5
CCSc1nnc(NC(=O)CC)s1	-3.3	37.7	8.9	-0.2	-3.4	0.6	-1.8	4.4	5.3	-1.8
CCCN(C(=O)c1cccs1)c1c(N)n(Cc2ccccc2)c(=O)[nH]c1=O	1.5	nt	6.8	i	9.2	-0.2	nt	-10.3	2.2	-12.6
Cc1ccc(S(=O)(=O)CC(=O)N(C)C)cc1	0.0	22.0	4.3	-0.6	1.3	nt	4.0	-7.3	-2.7	5.5
Cc1nn(C)cc1CNC(=O)c1ccccc1Br	2.2	-5.0	-0.9	i	2.3	nt	1.0	3.5	-0.4	-4.3
COC(=O)Cc1ccc(OC2(C)CCN(Cc3csc4ccccc34)C2)cc1 (configuration not stated)	0.8	nt	nt	i	nt	0.3	nt	nt	-4.1	6.5
O=C(CSc1ccccc1F)NC(=O)c1ccccc1Br	-5.3	nt	-10.2	-4.3	-15.4	-0.1	nt	-0.7	-0.1	-5.7
CCCCN(C)CCCNC(=O)CN1C(=O)CSc2ccc(S(=O)(=O)N3CCOCC3)cc21	2.0	-2.8	28.6	i	13.0	nt	3.1	1.9	-3.9	-6.8
O=C(Nc1cccc(C(F)(F)F)c1)C(Sc1ncnc2ccccc12)c1ccccc1 (configuration not stated)	7.9	5.6	-1.6	-0.3	-8.3	nt	-1.7	-27.4	-3.5	-1.1
CSc1nc(C)cc(SCC(=O)Nc2ccc(Cl)cc2Cl)n1	9.4	8.8	-1.1	-3.7	-23.1	nt	4.3	0.5	12.3	4.9
COc1ccc(/C=N/NC(=S)Nc2c(C)n(C)n(-c3ccccc3)c2=O)cc1OC	-6.5	16.2	13.5	0.7	nt	0.5	1.4	2.4	4.6	5.6
Clc1ccc(OCc2cnc(Cl)s2)cc1	-5.0	24.9	-4.5	5.2	-29.9	nt	4.7	6.7	-4.2	3.4
CCC(C)N(C(=O)COC(=O)c1ccc(N)c([N+](=O)[O-])c1)C1CCS(=O)(=O)C1 (configuration not stated)	-36.1	nt	0.9	-0.4	nt	1.6	nt	nt	-3.1	3.6
CC(C)Cn1c(C(C)C)nc([N+](=O)[O-])c1S(=O)(=O)c1ccc(F)cc1	4.4	2.5	-3.6	-0.3	-6.8	nt	1.9	-2.5	17.1	-4.7
CCN(CC)CCNC(=O)c1c(O)c2cccc3c2n(c1=O)CCC3	1.1	-4.0	2.4	i	-3.5	nt	-4.7	nt	-4.9	-4.4
CC1CCCN(C(=O)CSc2nnc3ccccn23)C1 (configuration not stated)	-6.3	nt	-5.1	i	-8.4	1.0	nt	7.0	4.9	12.5
O=[N+]([O-])c1cccc(C2Nc3ccccc3CO2)c1 (configuration not stated)	2.4	nt	8.4	i	nt	0.7	nt	nt	-4.4	4.2
COc1ccccc1CNC(=O)C1(C)CCN1Cc1ccc2ccccc2c1 (configuration not stated)	7.2	nt	nt	3.3	nt	4.7	nt	nt	32.0	3.4
COCCCn1c(SCCc2ccccc2)nc2cc(OC)c(OC)cc2c1=N	4.6	9.4	-10.4	-1.1	-5.2	1.2	-2.2	10.4	7.8	-0.1
Cc1cc(C)n2nc(SCC(=O)Nc3ccccc3F)nc2n1	1.9	nt	3.2	-0.3	-6.8	0.6	nt	-9.2	-4.9	-8.3
CN(Cc1cccnc1)Cc1cn(C)nc1-c1cccc(Cl)c1	-1.4	39.0	-17.3	-0.5	2.0	1.0	-2.1	4.2	2.3	8.9
COc1ccc(-n2c(C)nn(C)c2=O)cc1	-2.9	43.5	4.1	i	-12.8	nt	2.4	-2.1	20.7	23.1
Cc1ccc(Cn2cccc(NC(=O)c3ccco3)c2=O)cc1	0.3	18.2	7.0	i	-3.0	nt	-5.2	-4.3	5.8	13.5
COc1ccc(Cl)cc1NC(=O)CCS(=O)(=O)c1ccc(Br)cc1	4.2	nt	0.1	i	1.8	2.7	-8.5	-2.9	-4.0	-3.9
O=C(C1COc2ccccc2O1)N1CCN(c2nc3ccc([N+](=O)[O-])cc3s2)CC1 (configuration not stated)	0.9	nt	6.1	-0.2	-2.0&-12.1	-0.1	nt	4.2	1.4	-10.8
COc1ccccc1N(C)S(=O)(=O)c1ccc(Cl)c(C(=O)N2CCC2)c1	6.3	nt	2.4	-1.2	-8.3	0.3	nt	-0.9	1.9	2.8
COc1ncnc2c1ncn2CCCNCc1ccc(C)o1	2.2	nt	-1.7	-0.5	nt	0.4	nt	nt	3.2	3.5
C[C@@H]1CN([C@H](C)CO)C(=O)c2cc(NC(=O)Nc3ccc(C(F)(F)F)cc3)ccc2O[C@H]1CN(C)S(=O)(=O)c1cccs1	5.2	nt	5.4	-9.1	-6.8	0.2	nt	-234.3	5.0	11.8
CCCS(=O)(=O)N1CCN(C(=O)c2ccccc2F)CC1	-4.2	26.4	-3.7	-0.4	-0.8	nt	-4.6	8.5	-2.5	-0.9
COc1ccccc1OCC(=O)Nc1ccc(S(=O)(=O)Nc2nc(C)cc(C)n2)cc1	5.3	-8.7	-1.6	-0.5	-3.2	0.9	5.9	1.3	-3.4	4.1
COc1ccc2[nH]c(C(=O)NCc3ccc4c(c3)OCO4)cc2c1	-1.5	16.5	10.4	-0.7	7.1	1.4	-3.5	-6.0	-11.3	-15.9
C=CCOC(=O)c1ccc(-n2cncn2)nc1	1.5	6.3	6.0	-7.7	-11.6	nt	-0.5	1.9	1.7	13.2
NC(=O)CSc1nnc(-c2ccco2)n1N	4.0	38.8	0.8	i	-18.2	nt	1.7	5.7	5.0	-13.9
Cc1ccc(-c2nc3ccc([N+](=O)[O-])cc3[nH]2)cc1	-5.9	6.7	10.4	-0.9	-0.6	11.9*	1.2	-2.7	-14.2	4.0
COc1cccc(C2CC(c3ccccc3)=NN2S(=O)(=O)c2ccccc2)c1OC (configuration not stated)	4.1	17.4	-5.2	-0.3	4.0	1.0	2.8	-6.2	4.0	16.2
COc1cc(OC)c(OC)cc1CNCC1COc2ccccc2O1 (configuration not stated)	-2.2	nt	5.9	i	3.9	-0.2	-0.1	-2.9	5.0	-15.0
COc1ccc(-n2cnnc2SCC(=O)N(C)c2ccccc2)cc1	2.2	21.4	0.9	-2.3	2.6	1.4	-0.5	1.6	0.5	15.9
O=C(O)/C(=C\c1ccco1)NC(=O)c1ccc(Br)o1	-1.7	nt	12.6	i	-7.0	-0.2	nt	8.7	-7.6	-5.0

Laid out differently: results already given
| structure | PrPC TRFRET | DUSP3 inh | MazEF act | BH1578 lux ind | PriA SSB inh | TcdB GH inh | SARS 3CLpro inh | Rv3671c inh | Yp Topo-I inh | CCHF vOTU inh |
| --- | --- | --- | --- | --- | --- | --- | --- | --- | --- | --- |
| Cc1cc(C)n2nc(SCC(=O)Nc3ccccc3F)nc2n1 | 1.9 | nt | 3.2 | -0.3 | -6.8 | 0.6 | nt | -9.2 | -4.9 | -8.3 |
| CN(Cc1cccnc1)Cc1cn(C)nc1-c1cccc(Cl)c1 | -1.4 | 39.0 | -17.3 | -0.5 | 2.0 | 1.0 | -2.1 | 4.2 | 2.3 | 8.9 |
| COc1ccc(-n2c(C)nn(C)c2=O)cc1 | -2.9 | 43.5 | 4.1 | i | -12.8 | nt | 2.4 | -2.1 | 20.7 | 23.1 |
| Cc1ccc(Cn2cccc(NC(=O)c3ccco3)c2=O)cc1 | 0.3 | 18.2 | 7.0 | i | -3.0 | nt | -5.2 | -4.3 | 5.8 | 13.5 |

(further entries)
SMILES	PrPC TRFRET	DUSP3 inh	MazEF act	BH1578 lux ind	PriA SSB inh	TcdB GH inh	SARS 3CLpro inh	Rv3671c inh	Yp Topo-I inh	CCHF vOTU inh
COc1ccc(NS(=O)(=O)c2ccc3oc4ccccc4c3c2)cn1	-1.0	14.5	3.3	1.7	0.2	nt	4.0	-13.1	-3.3	3.3
Fc1ccc(N2CCN(C3CCC(c4ccccc4)CC3)CC2)cc1 (configuration not stated)	-1.5	0.3	-3.9	0.3	5.2	0.3	-3.2	5.1	20.5	2.5
O=C(Nc1nnc(C2CC2)s1)c1cc(-c2ccccc2)nn1-c1ccccc1	5.7	27.4	3.4	i	1.5	nt	0.7	-6.5	14.0	21.3
CN(C)C(=O)c1ccc(-c2cc3onc(-c4ccccc4)c3c(=O)n2C)cc1	7.3	nt	2.2	i	3.7	0.0	nt	0.3	-3.8	4.3

Screening data (PubChem BioAssay)

These rows are one share of the data (hit frequency here may not be typical).
